Screening data (PubChem BioAssay)
ULK1 inh: blocks human autophagy kinase ULK1; inhibition, % at 5.96 µM; AlphaScreen Atg13 phosphorylation by ULK1, luminescence; 1.9% of 30,000 active; O75385; in the data active = inhibition above about 43%;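 also: 0% = median of compound wells and 100% = no enzyme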
Target sequence (O75385 whole entry, looked up): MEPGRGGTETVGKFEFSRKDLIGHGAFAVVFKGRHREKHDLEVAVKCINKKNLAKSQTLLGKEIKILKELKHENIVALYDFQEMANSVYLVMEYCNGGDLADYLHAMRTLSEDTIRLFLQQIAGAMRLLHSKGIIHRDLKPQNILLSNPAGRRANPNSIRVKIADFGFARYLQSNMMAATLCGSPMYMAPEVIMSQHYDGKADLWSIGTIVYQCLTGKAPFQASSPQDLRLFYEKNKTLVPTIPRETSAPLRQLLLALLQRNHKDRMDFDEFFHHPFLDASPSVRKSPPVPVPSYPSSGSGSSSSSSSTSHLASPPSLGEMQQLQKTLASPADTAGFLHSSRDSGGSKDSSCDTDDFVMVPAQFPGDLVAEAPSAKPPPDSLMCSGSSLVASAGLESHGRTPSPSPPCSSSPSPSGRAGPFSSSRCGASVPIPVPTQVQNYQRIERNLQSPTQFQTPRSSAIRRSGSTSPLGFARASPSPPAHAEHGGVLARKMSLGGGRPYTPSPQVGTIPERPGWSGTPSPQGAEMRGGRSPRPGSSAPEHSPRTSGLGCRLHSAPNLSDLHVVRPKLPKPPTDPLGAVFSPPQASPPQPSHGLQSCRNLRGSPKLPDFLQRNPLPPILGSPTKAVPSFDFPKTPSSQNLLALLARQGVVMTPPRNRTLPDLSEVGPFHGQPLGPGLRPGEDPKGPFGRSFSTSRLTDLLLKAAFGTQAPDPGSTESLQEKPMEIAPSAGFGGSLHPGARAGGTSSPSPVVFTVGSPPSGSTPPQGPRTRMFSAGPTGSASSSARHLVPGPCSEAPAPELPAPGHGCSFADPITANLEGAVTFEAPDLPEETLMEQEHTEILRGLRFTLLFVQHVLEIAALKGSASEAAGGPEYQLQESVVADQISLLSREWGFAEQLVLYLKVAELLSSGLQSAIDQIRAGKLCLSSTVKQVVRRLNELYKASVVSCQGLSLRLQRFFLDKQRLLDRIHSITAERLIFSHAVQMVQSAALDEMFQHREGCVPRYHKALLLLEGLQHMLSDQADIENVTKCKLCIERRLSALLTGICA
ASK1 inh: human ASK1 kinase inhibition, primary screen. 0.99% of 22,000 active. AlphaScreen MKK6 phosphorylation by ASK1, luminescence. AID 1159602. inhibition, % at 7.44 µM. Q99683; in the data active = inhibition above about 35%;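 also: 0% = median of compound wells and 100% = no enzyme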
Starred values were filed as active, the others as inactive; . = not tested or not shown; & = joins results of further samples.

ULK1 inh	ASK1 inh	Compound
22	4	NCC(=O)N1CCC(C(=O)Nc2nc3ccc(-c4ccncc4)cc3s2)CC1
-5	-5	CCNc1cccc(C(=O)NCc2cccnc2)n1
-1	-26	Nc1nc(Nc2ccccc2)cc(N2CCC(N3CCOCC3)CC2)n1
0	.	O=C(Nc1nc2c(s1)CN(Cc1ccccc1)CC2)C1CCCCC1
-14	-3	NC(=O)c1ccc(-c2cn[nH]c2-c2ccc(F)cc2)cc1
-1	.	Cc1nc(NCc2ccco2)cc(-c2ccccc2F)n1
1	-8	COc1cc(Nc2nc(Nc3nccc4ccccc34)nc3nc[nH]c23)cc(OC)c1OC
0	0	FC(F)(F)c1ccc(Cn2cnc3c(NC4CC4)nc(N4CCc5ccccc5C4)nc32)cc1
-29	.	COCCOC(=O)C1=C(C)NC(C)=C(C(=O)OC(C)C)C1c1cccc([N+](=O)[O-])c1 (stereo unspecified)
10	-1	Cc1cnc(N2CCCC2CO)nc1NCCOc1ccccc1 (stereo unspecified)
-4	.	COc1cc(C(=O)OCn2c(=O)oc3ccccc32)cc(OC)c1OC
4	-9	Cc1cnc(-c2c(C)nn(C)c2C)nc1NCCN1CCOCC1

Complete entries, looked up by structure:
NCC(=O)N1CCC(C(=O)Nc2nc3ccc(-c4ccncc4)cc3s2)CC1 as listed: ULK1 inh: 22; ASK1 inh: 4
FC(F)(F)c1ccc(Cn2cnc3c(NC4CC4)nc(N4CCc5ccccc5C4)nc32)cc1 as listed: ULK1 inh: 0; ASK1 inh: 0

Other records
ULK1 inh	ASK1 inh	Compound
4	1	CCN(CC)C(=O)C1CCCN(c2ccc(-n3cc(CC(=O)NC4CCN(Cc5ccccc5)CC4)c4ccccc43)nn2)C1 (stereo unspecified)
11	.	O=c1cc[nH]c(=S)[nH]1
5	-16	CCN(CC)C(=O)C1CCCN(c2nc(C(=O)NCc3cccnc3)cs2)C1 (stereo unspecified)
13	.	Cc1c(C(=O)c2ccc(Cl)cc2)oc2ccc(N)cc12
-4	-9	c1ccc(CN2CCC(Nc3nccc(NCc4cccnc4)n3)CC2)cc1
8	.	CCc1c(C)nc(-n2nc(C)cc2NC(=O)c2cc(OC)cc(OC)c2)[nH]c1=O
-6	5	COc1cccc(OCC(=O)Nc2ccc(-c3cn[nH]c3)cc2)c1
-7	.	CC[C@H](C)C(=O)O[C@H]1C[C@H](O)C=C2C=C[C@H](C)[C@H](CC[C@@H](O)C[C@@H](O)CC(=O)O)[C@H]21
9	-18	FC(F)(F)c1cccc(CN2CCCC(c3nc4ccc(-c5ccncc5)cc4[nH]3)C2)c1 (stereo unspecified)
15	-1	O=C1OCCN1c1ccc(Nc2nccc(-c3cc(N4CCOCC4)cc([N+](=O)[O-])c3)n2)cc1
18	23	CCCNc1nc(Nc2cccc(N(C)C)c2)nc2c1ncn2-c1ccccc1
-6	.	Cc1nc(NC(C)c2ccccc2)cc(-c2ccccn2)n1 (stereo unspecified)
-41	-1	OCCNc1nc(NCc2ccc3c(c2)OCO3)nc2c1ncn2Cc1ccc(C(F)(F)F)cc1
7	0	O=C(NCCOc1ccccc1)c1cccc(Nc2ncccn2)n1
-7	3	COc1ccc(CNc2cnc(NCc3ccc(OC)cc3)cn2)cc1
7	.	CCOc1ccc2oc(C)c(C(=O)Nc3c(C)cccc3C)c2c1
-5	3	COc1ccc(CCNc2nc(NC3CCN(Cc4ccccc4)CC3)nc3cc(OC)c(OC)cc23)cc1
1	-10	O=C(NCc1nc2ccccc2[nH]1)c1ccc2nc(Nc3ccccc3)sc2c1
2	-1	OCC1CCCN1c1nccc(NCCOc2ccccc2)n1 (stereo unspecified)
-3	9	COc1cc(Nc2cc(C(=O)NCCc3ccc(O)cc3)ccn2)cc(OC)c1OC
-1	2	COc1cc2nc(NCCCN3CCCC3=O)nc(Nc3ccccc3)c2cc1OC
2	.	COc1cc(C(=O)NNC(=O)c2ccc(NC(=O)C(C)(C)C)cc2)cc(OC)c1OC
12	-2	COc1ccc(C(N)C(=O)Nc2cc(F)c(-c3cn[nH]c3)cc2OCCN(C)C)cc1 (stereo unspecified)
1	10	CCCNc1ncnc2nc(Nc3ncccn3)[nH]c12
6	-2	Nc1nc(Nc2ccccc2)cc(-c2ccc(C(=O)NC3CC3)cc2)n1
-6	2	CCN(CC)c1nc(NCCO)nc(NC2CCN(Cc3ccccc3)CC2)n1
1	.	CC(C)Sc1nc2c(c(=O)[nH]c(=O)n2C)n1CC(O)COc1cccc2ccccc12 (stereo unspecified)
23	-4	O=C(Cc1cn(-c2ccc(N3CCC(N4CCOCC4)CC3)nn2)c2ccccc12)Nc1ccc2c(c1)OCO2
-10	3	COc1cc(Nc2ncnc3c2nc(-c2cccc(C(C)=O)c2)n3C(C)C)cc(OC)c1OC
-25	.	c1ccc2sc(SSc3nc4ccccc4s3)nc2c1
-17	.	CCn1cc(C(=O)O)c(=O)c2cc(F)c(N3CCN(C)CC3)cc21
11	6	O=C1CCCN1CCn1cnc2c(NCc3nc4ccccc4[nH]3)nc(Nc3cnccn3)nc21
29	-1	Cc1noc(C)c1-c1nc(N)c2ncn(-c3ccccc3)c2n1
-3	4	Cc1cnc(-c2c(C)noc2C)nc1NCCO
-3	9	O=C(Nc1ccc(-c2cn[nH]c2)cc1C(F)(F)F)C1COc2ccccc2O1 (stereo unspecified)
18	-15	CC(C)n1cnc2c(NCc3nc4ccccc4[nH]3)nc(NCc3cccnc3)nc21

Look-ups from the results shown.
Under ULK1 inh, O=C(Nc1ccc(-c2cn[nH]c2)cc1C(F)(F)F)C1COc2ccccc2O1 (stereo unspecified) is listed with -3
Under ASK1 inh, O=C1CCCN1CCn1cnc2c(NCc3nc4ccccc4[nH]3)nc(Nc3cnccn3)nc21 is listed with 6

(listing goes on)
ULK1 inh	ASK1 inh	Compound
14	.	CC(=O)Nc1ccc(OC(C)(C)C)cc1
-6	-3	CCCNc1nc(-c2cccc(N)c2)nc2c1ncn2CCN1CCCC1=O
2	.	O=C(O)CCCC(=O)NNC(=O)c1ccccc1
-10	9	Cc1cc(Nc2ccc(Oc3ccccc3)cc2)nc(-c2ccc(C(=O)NC3CC3)cc2)n1
7	.	C=CCNC(=O)CC(=O)N/N=C/c1ccc(OC)cc1
2	.	Cc1ccc(C)c(C(=O)COC(=O)CN2C(=O)C3C4C=CC(C4)C3C2=O)c1 (stereo unspecified)
8	.	CCOC(=O)N1CCN(c2ncc(-c3ccc(F)cc3)cn2)CC1
3	-19	CCCNc1nc(Nc2ccncn2)nc(N(CC)CC)n1
-3	5	O=C(NCc1nc2ccccc2[nH]1)c1csc(Br)n1
15	-5	O=C(Cc1ccc(Br)cc1)N1CCC(Nc2ccc3[nH]ncc3c2)CC1
18	4	O=C(NCCN1CCOCC1)c1cccc(-c2ccccc2)c1
-6	-10	CC(C)N(CCNC(=O)c1ccc2nc(-c3cccs3)sc2c1)C(C)C
23	-3	CC(=O)Nc1ccc(NC(=O)Cc2cn(-c3ccc(N4CCN(c5ccccn5)CC4)nn3)c3ccccc23)cc1
-5	1	c1cncc(-c2cn(-c3ccc(Nc4nccc(-c5cccc(N6CCOCC6)c5)n4)cc3)nn2)c1
-6	0	O=C(Nc1ccc(N2CCOCC2)cc1)c1cnc(N2CCN(c3ccccn3)CC2)s1
4	.	O=C(c1ccc2cncc(-c3cc4ccccc4o3)c2n1)N1CCCCC1
1	-2	COc1ccc(C2CNCC2c2nc3ccc(-c4cn[nH]c4)cc3[nH]2)cc1 (stereo unspecified)
-14	.	C/C=C/C(=O)Nc1ccc(-c2nc3cc(NC(=O)/C=C/C)ccc3o2)cc1
3	-1	O=C(Nc1ccc2[nH]ncc2c1)[C@H]1C[C@@H](O)CN1C(=O)c1ccccc1
29	12	CC(C)NC1CCC(Nc2cc(Nc3ccccc3C(N)=O)c(C(F)(F)F)cn2)CC1 (stereo unspecified)
-5	19	N#Cc1cc(-c2ccnc(Nc3nccs3)n2)cc(N2CCOCC2)c1
-18	-8	CC(C)n1cnc2c(NCCO)nc(-c3ccc(N4CCOCC4)nc3)nc21
5	27	COc1cc(NC(=O)c2csc(-c3cccs3)n2)cc(OC)c1OC
-7	.	C=CCNC(=S)Nc1c(C)n(C)n(-c2ccccc2)c1=O

For reference, some entries already given:
ULK1 inh	ASK1 inh	Compound
23	-3	CC(=O)Nc1ccc(NC(=O)Cc2cn(-c3ccc(N4CCN(c5ccccn5)CC4)nn3)c3ccccc23)cc1
-5	1	c1cncc(-c2cn(-c3ccc(Nc4nccc(-c5cccc(N6CCOCC6)c5)n4)cc3)nn2)c1
-6	0	O=C(Nc1ccc(N2CCOCC2)cc1)c1cnc(N2CCN(c3ccccn3)CC2)s1
4	.	O=C(c1ccc2cncc(-c3cc4ccccc4o3)c2n1)N1CCCCC1
1	-2	COc1ccc(C2CNCC2c2nc3ccc(-c4cn[nH]c4)cc3[nH]2)cc1 (stereo unspecified)
-14	.	C/C=C/C(=O)Nc1ccc(-c2nc3cc(NC(=O)/C=C/C)ccc3o2)cc1

New compounds follow
ULK1 inh	ASK1 inh	Compound
0	-15	Nc1nc(NCCCN2CCCC2=O)cc(N2CCN(c3ccccn3)CC2)n1
11	.	Cc1ccc(NC(=O)CSc2ncc(CO)n2CC(=O)NC(C)C)c(C)c1
-12	16	COc1cc2nc(Nc3ccccc3)nc(Nc3ccccc3)c2cc1OC
-11&-3	13	c1cc(-c2noc(C3CCNCC3)n2)ccn1
12	9	COc1ccc(CNC(=O)Nc2ccc(-c3cn[nH]c3)cc2)cc1
-2	-7	c1ccc(OCCNc2ccnc(NCCN3CCOCC3)n2)cc1
-9	-6	CCNc1nc(NCCCN2CCCC2=O)c2[nH]cnc2n1
0	10	c1ccc(OCCNc2nc(-c3ccccc3)nc3nc[nH]c23)cc1
2	-5	Fc1cnc(Nc2ccc(-c3cnco3)cc2)nc1-c1cc(N2CCOCC2)cc(C(F)(F)F)c1
-10	-1	c1ccc2c(c1)CC(c1cnc3cc(-c4cn[nH]c4)ccc3n1)CO2 (stereo unspecified)
2	-6	CS(=O)(=O)c1ccc(-c2ccnc(Nc3ccc(-n4nncc4N4CCOCC4)cc3)n2)cc1
5	.	C[C@H](Cc1cc2c(c(C(N)=O)c1)N(CCCO)CC2)NCCOc1ccccc1OCC(F)(F)F
27	24	COc1ccc(CC(=O)Nc2cc3cc(-c4cnn(C)c4)ccc3cn2)cc1
-6	4	COc1ccc(CCNc2nc(Nc3cccnc3)ncc2C)cc1
13	.	O=C(CCN1C(=O)/C(=C/c2cccs2)SC1=S)Nc1ccc(O)c(C(=O)O)c1
-6	11	c1ccc(Cn2nnc(-c3ccc(Nc4nccc(-c5cccc(N6CCOCC6)c5)n4)cc3)n2)cc1
10	.	Cc1ccc(Cl)c(Nc2ccccc2C(=O)O)c1Cl
-12	-4	COc1ccc2c(c1)C[C@H](C(=O)Nc1ccc(-c3cn[nH]c3)cc1O[C@@H]1CCN(C)C1)CO2
2	-15	O=C(Nc1cccc(Cl)c1N1CCN(CC2CC2)CC1)c1ccc(Br)o1
7	-12	CCCNC(=O)c1cnc(-c2c(C)noc2C)s1
1	2	O=C1CCCN1CCCNc1cc(NCc2cccnc2)ncn1
-9	-15	c1ccc(N2CCN(c3cc(NCCN4CCOCC4)ncn3)CC2)nc1
-17	-3	COc1ccc(CCNc2nc(-c3c(C)nn(C)c3C)nc3c2ncn3C2CCCCC2)cc1
6	-10	COc1ccc(-c2ncc(C)c(NC3CCN(Cc4ccccc4)CC3)n2)cc1
21	3	Cc1cc(NCCCN2CCCC2=O)nc(-c2ccc(C(=O)NC3CC3)cc2)n1
-8	.	Cc1ccn2cc(-c3ccc(NS(=O)(=O)c4cc(C)c(C)cc4C)cc3)nc2n1
-2	-15	Nc1cccc(-c2cc(NC3CC3)nc(N)n2)c1
32	-18	CC(=O)Nc1ccc(Nc2nc(N3CCC(N4CCOCC4)CC3)nc3c2ncn3C2CCCCC2)cc1
-7	6	COc1cc(NC(=O)c2cccc(-n3cc(NC(=O)Cc4ccc(N)cc4)cn3)c2)cc(OC)c1OC
0	-13	COc1cc2nc(NCCN3CCOCC3)nc(Nc3cc(OC)c(OC)c(OC)c3)c2cc1OC
-3	-16	CC(=O)Nc1ccc(NC(=O)c2ccc3nc(Br)sc3c2)cc1
-3	-24	Cc1noc(C)c1-c1nccc(NCc2cccc(C(F)(F)F)c2)n1
-24	-1	Cc1cn(-c2cc(Nc3ccc(N4CCOCC4)nc3)ncc2F)nc1Nc1ccccc1
-7	.	O=C(O)CCC(=O)Nc1ccc(S(=O)(=O)Nc2nccs2)cc1
0	-19	c1cc(Nc2nc(NC3CC3)c3[nH]cnc3n2)ncn1
8	14	c1ccc(Oc2ccc(Nc3nc(Nc4cccnc4)nc4c3ncn4-c3ccsc3)cc2)cc1
6	.	O=C(NCc1nnnn1C1CCCCC1)NC1CCCCC1
-1	.	CC1CCN(C(=O)C2CCN(Cc3ccccn3)CC2)CC1
-5	-2	COc1ccc(CCNC(=O)c2ccc3nc(-c4ccccc4)sc3c2)cc1
0	.	COC(=O)CCc1ccc(OCC(O)CNC(C)C)cc1 (stereo unspecified)
8	.	O=C(OC[C@H]1O[C@](O)(COC(=O)c2cccnc2)[C@@H](OC(=O)c2cccnc2)[C@@H]1OC(=O)c1cccnc1)c1cccnc1
-7	.	Cc1nc2n(c(=O)c1CCN1CCC(c3noc4cc(F)ccc34)CC1)CCCC2
4	-11	Nc1nc(NCCN2CCOCC2)cc(N2CCOCC2)n1
8	-1	O=C1CCCN1CCn1cnc2c(NCc3nc4ccccc4[nH]3)nc(N3CCN(c4ccccn4)CC3)nc21
21	12	Fc1cc(-c2nc(Nc3cccc(Cn4cccn4)c3)ncc2F)cc(N2CCOCC2)c1
-8	.	Cc1ccc(C(=O)NCCc2csc3nc(-c4ccccc4C)nn23)cc1C
2	.	CC(C)[N+]1(C)[C@@H]2CC[C@H]1CC(OC(=O)C(CO)c1ccccc1)C2 (stereo partly specified)
0	6	Clc1ccc(CCNc2nccc(Nc3ccncn3)n2)cc1
-1	2	COc1cccc(CCC(=O)Nc2ccc(-c3cn[nH]c3)cc2N2CCC(N(C)C)CC2)c1
1	-13	COc1ccc(CCNc2nc(N3CCCC3CO)nc3nc[nH]c23)cc1 (stereo unspecified)
